Kir21 inh – inhibitors of mouse Kir2.1 inward-rectifier potassium channel | P35561 | HEK293-Kir2.1, FluxOR thallium flux fluorescence; stronger effect = lower value | B-score at 10 µM | actives 0.85% (n = 310,000) | AID 1672;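 active means fluorescence ratio B-score at or below minus 3 SD of library scores, with starting-brightness B-score within 2 SD, cut at about -4.2 in these data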;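 further: channel flux triggered by added potassium and thallium sulfate stimulus; B-score of peak minus minimum fluorescence over baseline after thallium stimulus; more negative B-score means stronger Kir2.1 block with less thallium influx; some compounds called inactive have numbers as strong as hits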
Target sequence (P35561 whole entry, looked up): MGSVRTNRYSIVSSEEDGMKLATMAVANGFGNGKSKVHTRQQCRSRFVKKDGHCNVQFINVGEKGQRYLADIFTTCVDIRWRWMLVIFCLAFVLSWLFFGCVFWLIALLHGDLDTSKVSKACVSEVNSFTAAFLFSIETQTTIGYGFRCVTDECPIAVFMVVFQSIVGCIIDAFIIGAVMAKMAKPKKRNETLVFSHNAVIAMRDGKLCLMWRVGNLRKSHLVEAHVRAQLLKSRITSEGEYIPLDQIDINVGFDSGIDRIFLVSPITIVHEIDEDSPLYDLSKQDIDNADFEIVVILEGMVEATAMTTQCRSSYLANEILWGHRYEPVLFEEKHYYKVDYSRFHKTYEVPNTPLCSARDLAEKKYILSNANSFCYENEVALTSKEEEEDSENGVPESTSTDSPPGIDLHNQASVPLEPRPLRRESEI
KCNQ2 inh – KCNQ2 potassium channel inhibitors, primary screen, cell-based, CHO-K1, FluxOR thallium flux, B-score (AID 2156); 20 min; stronger effect = lower value; B-score at 10 µM; actives 1.1% (n = 310,000);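 active means fluorescence ratio B-score at most minus 3 library SDs, with starting brightness B-score within 2 library SDs, cut at about -5.5 in these data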
* marks the source's active call; other numbers are inactive results; i = inactive.

Results follow in this order: KCNQ2 inh, Kir21 inh
O=C(CN1C(=O)NC2(CCc3ccccc3C2)C1=O)NCC(F)(F)F (stereo unspecified)
    i, -1.9
N#Cc1nc(N2CCCCC2)nc(N2CCOCC2)n1
    i, -0.38
NC(=O)c1cccc2c3c([nH]c12)CCCC3
    i, 0.33
Cc1cc2c([nH]c3ccccc32)c2c1OC(C)(C)C=C2
    i, -0.25
CCCC#CCN1CCN(C23CC4CC(CC(C4)C2)C3)CC1
    i, -0.61
CC(=O)NS(=O)(=O)c1ccccc1
    i, 2.5
COCCCn1c(=S)[nH]c(C)c(C)c1=O
    i, 1.5
CCOc1ccc(-c2cccc(NS(=O)(=O)c3ccc([N+](=O)[O-])cc3)c2)nn1
    i, -0.58
CC(C)C(=O)Nc1ccc(C(=O)Nc2nnc(C(C)(C)C)s2)cc1
    i, 0.5
Cc1ccc(C)c(OCC(=O)N(Cc2nnc(-c3ccccc3Cl)o2)C2CC2)c1
    i, -1.1
COc1cc(NS(C)(=O)=O)c(OC)cc1NC(=O)c1cccc(F)c1
    i, -0.06
O=C(Nc1ccc(Br)cc1F)c1sccc1-n1cccc1
    i, -0.28
COc1ccccc1CNC(=O)COc1ccc(Br)c(C)c1
    i, -2.1
O=C(Cn1nc(C(F)(F)F)c2c1CCCC2)Nc1ccc2c(c1)OCO2
    i, -3.8
COc1ccc2nc(SCC(=O)c3ccco3)[nH]c2c1
    i, 1.5
CC(C)N1CCC(N2CCN(C3CCCCC3)CC2CCO)CC1 (stereo unspecified)
    i, -0.73
O=C(CN1C(=O)NC2(CCCCC2)C1=O)NC1CCCc2ccccc21 (stereo unspecified)
    i, 0.9
CCn1ccnc1CN1CCCC(C(=O)c2ccc3c4c(cccc24)CC3)C1 (stereo unspecified)
    i, -1
Nc1c(C(=O)Nc2ccccc2)nnn1-c1ccc2c(c1)OCCO2
    i, -0.86
CCCCn1c(N)c(N(CC(C)C)C(=O)c2oc3c(Cl)cccc3c2C)c(=O)[nH]c1=O
    i, -0.51
CC(C)(C)C(=O)Nc1cc2c3c(c1)CCC(=O)N3CCC2
    i, 0.62
Cc1cnccc1CN(C)Cc1nc(Cc2ccccc2Cl)no1
    i, 0.18
CCc1ccc(Oc2coc3cc(OC(=O)c4cc5ccccc5oc4=O)ccc3c2=O)cc1
    i, -1.2
COc1ccccc1C(=O)CC(=O)C(=O)Nc1cccc([N+](=O)[O-])c1C
    i, 0.3
COc1ccc(-c2cc(Nc3ccccc3NC(=O)C(F)(F)F)n(CCC#N)n2)cc1
    i, 0.01
COc1cccc(C(=O)NCc2ccccc2OC)c1
    i, -0.33
CC(=O)c1ccc(N2CCN(C(=O)Cc3n[nH]c(=O)c4ccccc34)CC2)cc1
    i, 0.91
NC(Cc1cccc2nsnc12)C(=O)O (stereo unspecified)
    i, -0.36
CC1(c2ccc(OC(F)F)cc2)NC(=O)N(CC(=O)Nc2ccc3c(c2)OCO3)C1=O (stereo unspecified)
    i, -1.1
Cc1ccc(SCCNC(=O)c2ccc(C)c([N+](=O)[O-])c2)cc1
    i, 0.06
OC(COc1ccc2c(c1)CCC2)CN1CCN(c2ccccc2F)CC1 (stereo unspecified)
    i, 1.2
CCCCCc1cc(=O)oc2c(C(CCN3CCCC(C)C3)c3ccc(OC)cc3)c(OC)cc(OC)c12 (stereo unspecified)
    i, 0.45
COc1ccccc1NC(=S)NCc1ccc2c(c1)OCO2
    i, -0.06
CCC1CCCCN1CCCNC(=O)CN1C(=O)COc2ccc(S(=O)(=O)N3CCC(C)CC3)cc21 (stereo unspecified)
    i, -0.33
C/C(=N\Nc1cc(Cl)nc(C)n1)c1ccc(Cl)c(Cl)c1
    i, 0.84
Cc1ccc(Cl)cc1NC(=S)N(Cc1cccs1)C1CCCC1
    i, 0.62
COc1cc(NC(=O)CSc2nncn2C)cc(OC)c1OC
    i, 0.72
O=C(O)CCSCC(=O)c1ccc2c(c1)OCCO2
    i, 0.48
CCC(C)c1ccccc1N1CC(C(=O)Nc2ccc(C)c(S(=O)(=O)N3CCOCC3)c2)CC1=O (stereo unspecified)
    i, 2.9
CCCCCCCOc1ccc(-c2ccc(C#N)cn2)cc1
    i, -1.5

Whole records as entered above:
COc1ccccc1NC(=S)NCc1ccc2c(c1)OCO2 as listed: KCNQ2 inh: i; Kir21 inh: -0.06
COc1ccccc1C(=O)CC(=O)C(=O)Nc1cccc([N+](=O)[O-])c1C as listed: KCNQ2 inh: i; Kir21 inh: 0.3
CCc1ccc(Oc2coc3cc(OC(=O)c4cc5ccccc5oc4=O)ccc3c2=O)cc1 as listed: KCNQ2 inh: i; Kir21 inh: -1.2

More structures
Results follow in this order: KCNQ2 inh, Kir21 inh
Cc1occc1C(=O)NNC(=S)NCc1ccccc1
    i, -0.53
CC1CCc2nn(CC(=O)NCCCN3CCCCC3)cc2C1 (stereo unspecified)
    i, 0.21
CCc1ccc(/C=C2\SC(=S)N(CCC(=O)NC3=NCCS3)C2=O)cc1
    i, 1.1
COc1ccc(CCNC(=O)C2CCCN(S(=O)(=O)c3ccc(OC)cc3)C2)cc1 (stereo unspecified)
    i, 0.72
CC1=C(C#N)C(c2ccc(O)cc2)C(C#N)=C(C)N1
    i, -0.78
Cc1cc(-c2ccc(C(C)C)c(S(=O)(=O)N3CC(=O)Nc4ccccc43)c2)on1
    i, 1.4
Cc1oc(-c2ccccc2)nc1C(=O)N1CCN(c2ccc(F)cc2)CC1
    i, -1.6
NC(N)=NN=C1CCCCCCCCCCC1
    i, -11*
Cc1ccc(N(CC(=O)N2CCn3c2nc2ccccc23)S(=O)(=O)c2c(C)n[nH]c2C)cc1
    i, -0.01
Cc1ccc(C)c(NC(=O)C2CC3c4ccccc4C2c2ccccc23)c1 (stereo unspecified)
    i, -0.11
O=C(NCc1cccnc1)/C(=C/c1ccco1)NC(=O)c1ccccc1
    i, 0
COC(=O)c1ccc(NC(=O)c2ccc(N(C)S(C)(=O)=O)cc2)cc1
    i, 0
CCNCC(=O)N1c2ccccc2CCc2ccc(NC(=O)OC(C)C)cc21
    i, 2.6
Cc1ccc[n+](-c2[nH]c(=O)sc2/C=N/N=C(\[O-])CCn2c3ccccc3c3ccccc32)c1
    i, 1.2
Cc1ccc(C(=O)N2CCN(CCNC(=O)C(=O)NC(C)C)CC2)cc1
    i, -1.2
NC(=O)c1ccsc1NC(=O)CN1C(=O)C2CC=CCC2C1=O (stereo unspecified)
    i, 0.21
O=C(NCc1ccco1)C(=O)c1cn(CC(=O)N2CCCCCC2)c2ccccc12
    i, -0.12
Cc1ccc(Nc2c(-c3ccccc3)nc3cnccn23)cc1
    i, 0.66
CCOc1ccc(OCC)c(NC(=O)C2CCN(c3ncccn3)CC2)c1
    i, 0.69
CCOc1ccccc1NC(=O)N1CCN(S(C)(=O)=O)CC1
    i, 0.39
COCCn1c(-c2ccc(OC)cc2)cnc1N
    i, 0.3
CC(=O)Nc1cccc(NC(=O)Nc2cccc3ccccc23)c1
    i, -0.45
CCS(=O)(=O)NCC(c1cccnc1)N1CCN(c2ccccc2F)CC1 (stereo unspecified)
    i, -0.02
COc1ccc(C2=NN(C(=O)CSc3nc(=O)n4cccc(C)c4n3)C(c3ccc(C)cc3)C2)cc1 (stereo unspecified)
    -7.4*, -0.97
Cn1ccnc1C1CCCCN1Cc1nc(Cc2ccccc2F)no1 (stereo unspecified)
    i, 0.11
COc1cc(OC)cc(C(=O)NNC(=O)CN2C(=O)NC(C)(c3ccc(C)cc3)C2=O)c1 (stereo unspecified)
    i, -1.3
CC(C)COC(=O)N1CCCC1C(=O)O (stereo unspecified)
    i, -0.9
CC1Nc2ncnc(N3CCN(c4ccccc4)CC3)c2N(Cc2ccc(Cl)cc2)C1=O (stereo unspecified)
    i, -0.03
N#CC1=C(SCC(=O)c2ccccc2)NC2=C(C(=O)CCC2)C1c1ccco1 (stereo unspecified)
    i, 0.1
Cc1cccc(C)c1NC(=O)C/C(N)=N/O
    i, 0.02
COc1cccc(NC(=O)NCc2ccccn2)c1
    i, 1.6
O=C(Cc1cccs1)Nc1ccccc1-c1nc2ccccc2[nH]1
    i, -2
COC(=O)CCSCc1cn2cc(Cl)ccc2n1
    i, 1.1
Cc1ccc(CSCCNC(=O)/C=C/c2ccc(Cl)cc2)cc1
    i, 0.53
COc1cc(C2NC(=O)NC(c3ccccc3)=C2C(C)=O)cc(Cl)c1OCC(=O)O (stereo unspecified)
    i, 1.6
O=c1c2ccccc2nc2c3ccccc3c(NCCO)nn12
    i, 0.74
CC(C)CCNC1=NCCCCC1
    i, 0.47
Cc1ccc(C(=O)NCCNC(=O)c2ccc(C)nc2)cc1
    i, -0.84
Cc1ccc(-n2c(SCC(N)=O)nc(O)cc2=O)cc1
    i, 0.12
CCNc1ccccc1CP(=O)(c1ccccc1)c1ccccc1O (stereo unspecified)
    i, -2.7
Cc1cc(NS(=O)(=O)c2ccc(NC(=O)Cc3ccccc3)cc2)nc(C)n1
    i, 0.53
COc1ccccc1CNC(=O)CC1C(=O)NCCN1C1Cc2ccccc2C1 (stereo unspecified)
    i, 0.21
CCC(=O)Nc1c2c(nn1-c1cccc(Cl)c1)CS(=O)(=O)C2
    i, 0.28
CC(C)(C)C(=O)Nc1cccc(-c2ncon2)c1
    i, -0.09
Cc1ccccc1OCC(=O)NCCCNC(=O)c1ccncc1
    i, -1.1
COC(=O)C1=C(C)N(Cc2ccccc2)C(=S)N[C@H]1c1cccc(F)c1
    i, -0.04
COc1ccc(C2NCCO2)cc1OC (stereo unspecified)
    i, 1.3
Cc1cc(-c2n[nH]c(=S)n2/N=C/c2cccc([N+](=O)[O-])c2)n[nH]1
    i, -0.58
CC(=O)c1cccc(N(CC(=O)N2CCOCC2)S(C)(=O)=O)c1
    i, -1
O=C(NCc1cccs1)C1CCN(S(=O)(=O)c2cccc3cccnc23)CC1
    i, -2.4
O=C(Nc1ccccc1)Nc1ccc2ccccc2n1
    i, 2.6
Cc1ccc(C)c(S(=O)(=O)c2c[nH]c(=S)[nH]c2=O)c1
    i, -0.17
O=C(Nc1cccc(C(F)(F)F)c1)/C(=C\c1ccco1)NC(=O)c1cccs1
    i, -0.04
Cc1ccc(S(=O)(=O)c2c(C)cc(C)[nH]c2=O)cc1
    i, 1.8
CCc1cccc(C)c1NC(=S)NCC(c1cccnc1)N(C)C (stereo unspecified)
    i, 0.14
Cc1ccc(OCC(=O)NNC(=O)c2ccc3c(=O)n4c(nc3c2)CCC4)cc1
    i, 1.2
COc1ccc(CCNC(=O)C/C(C)=N/NC(=O)c2ccc(Cl)cc2Cl)cc1OC
    i, 1.1
COc1ccc(OC)c2sc(NNC(=O)C3COc4ccccc4O3)nc12 (stereo unspecified)
    i, -0.53
CN(CC(=O)Nc1c(Cl)cccc1Cl)C(=O)c1ccccc1Cc1ccccc1
    i, -0.04
CCN(CC)S(=O)(=O)c1ccc(N2CCOCC2)c(NC(=O)C23CC4CC(CC(Cl)(C4)C2)C3)c1
    i, 0.65

Compounds listed so far with bromine, in the order listed:
Results follow in this order: KCNQ2 inh, Kir21 inh
O=C(Nc1ccc(Br)cc1F)c1sccc1-n1cccc1
    i, -0.28
COc1ccccc1CNC(=O)COc1ccc(Br)c(C)c1
    i, -2.1

Going on with the list.
Results follow in this order: KCNQ2 inh, Kir21 inh
CN(CCNS(=O)(=O)c1ccc2c(c1)oc(=O)n2C)Cc1ccccc1
    i, -0.11
COCCn1c(C)cc(C(=O)COC(=O)c2ccc(NC(=O)CC#N)cc2)c1C
    i, 0.98
CN(Cc1ccccc1)S(=O)(=O)c1ccc(OCC(=O)NCc2cccnc2)cc1
    i, -0.66
O=C(CN1CCc2ccccc2C1)Nc1ccccc1Cl
    i, -0.01
COC(=O)CCc1c(C)nc(N)[nH]c1=O
    i, -0.65
Cc1nn(Cc2ccc(Cl)cc2)c(C)c1NC(=O)CCCn1nc(C)c([N+](=O)[O-])c1C
    i, 0.04
COc1ccccc1CNC(=O)c1ccc(CS(=O)(=O)c2ccccc2C)o1
    i, -0.36
O=C(/C=C/c1ccc(Cl)c(Cl)c1)N1CCc2ccccc21
    i, 0.38
COC(=O)[C@H](CCSC)NC(=O)Nc1ccc(C)c(C)c1
    i, -0.94
Cc1cccc(C2=N/C(=C\c3cccs3)C(=O)O2)c1
    i, 1.1
CCCn1c(=O)c(C(=O)NCc2ccccc2)c(O)c2ccccc21
    i, -0.16
C=CCN(CC=C)CCOc1cccc2ccccc12
    i, 1.3
Cc1cccc(-n2ncc3c2CCCC3NC(=O)CCN2CCCO2)c1C (stereo unspecified)
    i, -0.71
Cc1ccc(-n2c(O)c(C=NC3CCS(=O)(=O)C3)c3ccccc3c2=O)c(C)c1 (stereo unspecified)
    i, 1.5
Cc1cccn2c(=O)c(/C=C(\C#N)C(=O)NCc3ccco3)c(N3CCCCCC3)nc12
    i, 0.53
O=P(O)(Cc1ccccc1)Cc1ccccc1
    i, -0.22
CCn1c(SCC(=O)Nc2nc(-c3ccc(C)cc3)cs2)nnc1-c1ccccc1O
    i, 0.43
COc1ccc(NS(=O)(=O)c2cccc(C(=O)OCC(=O)NC3CC3)c2)cc1
    i, -4
COc1ccc(CCNc2c3ccccc3nc3ccccc23)cc1OC
    i, -3.4
Cc1ccsc1CNn1cnnc1SCc1ccccc1F
    i, -2.1
CC(C)(C)c1ccc(OCc2ccc(C(=O)N3CCOCC3)o2)cc1
    i, -1.1
Cc1ccc(NC(=O)CC(C)S(=O)(=O)c2ccc3c(c2)NC(=O)CO3)cc1C (stereo unspecified)
    i, -0.52

Source: PubChem BioAssay

The order is random; any-hit rate near 1.8%.
